# Pin1 inh = human Pin1 inhibition; 390,000 compounds, 0.009% hits; Q13526; Pin1 FP peptide displacement, HiFluor488, 10 min; Potency, µM (doses to about 115 µM), without a hit: at the highest dose activity, negative = inhibition, hits mostly inhibitors; active means well fitted inhibition curve with a large enough effect in the polarisation, with a control signal flat, not every such curve was filed as active; inconclusive means small, poorly fitted or top-dose-only effect, or effect the other way, or a change in a side signal; inactive means no such curve, though single readings can be large or run the other way; the % refers to the polarisation; further: potency means the concentration at half of the fitted maximal effect; on the % scale 0 is the no-effect control and ±100 the full control effect
# Target sequence (Q13526 whole entry, looked up): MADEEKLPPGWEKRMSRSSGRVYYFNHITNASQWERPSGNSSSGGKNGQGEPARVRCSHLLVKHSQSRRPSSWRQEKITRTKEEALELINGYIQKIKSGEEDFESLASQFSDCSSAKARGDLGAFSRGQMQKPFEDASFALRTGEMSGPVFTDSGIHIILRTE
# D2 antagonist = D2 dopamine receptor (human) antagonism; HEK293 TREx D2 cells, calcium flux, dopamine EC80; inhibition, % at 10 µM; 340,000 compounds, 2% hits; AID 485344; in the data active means inhibition above about 30%; further: 0% is about no effect
#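 Cells plated overnight at 30 C with tetracycline; no-wash calcium dye, 30–90 min RT; 10 s baseline; compound pinned; 180 s read; EC80 dopamine added; another 180 s read.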
# TrxR1 substrate = rat thioredoxin reductase 1 substrate activity | purified TrxR1 substrate turnover, NADPH consumption readout | O89049 | 390,000 compounds, 0.01% hits | Potency, µM (highest dose often 114 µM), for inactives: top-dose activity change, negative = substrate turnover; further: potency means the concentration at half of the fitted maximal effect; on the % scale 0 is the no-effect control and ±100 the full control effect; nearly all actives have a fitted effect of over 50% in size
# Target sequence (O89049 whole entry, looked up): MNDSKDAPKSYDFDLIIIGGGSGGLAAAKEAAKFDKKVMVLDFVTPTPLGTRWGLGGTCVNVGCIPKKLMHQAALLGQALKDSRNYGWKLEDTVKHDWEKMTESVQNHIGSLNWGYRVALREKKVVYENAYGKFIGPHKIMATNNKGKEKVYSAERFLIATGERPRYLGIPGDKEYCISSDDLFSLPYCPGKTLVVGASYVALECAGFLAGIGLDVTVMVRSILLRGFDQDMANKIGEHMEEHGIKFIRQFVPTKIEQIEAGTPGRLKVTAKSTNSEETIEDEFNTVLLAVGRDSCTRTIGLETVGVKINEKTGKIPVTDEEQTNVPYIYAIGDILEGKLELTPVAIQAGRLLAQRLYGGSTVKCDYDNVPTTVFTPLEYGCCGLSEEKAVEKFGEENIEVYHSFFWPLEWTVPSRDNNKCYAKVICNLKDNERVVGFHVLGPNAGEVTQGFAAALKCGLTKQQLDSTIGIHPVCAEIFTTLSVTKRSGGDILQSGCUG
#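 Rat TrxR1, dispensed at 90 nM, was prereduced with 400 uM NADPH (final) for 5 min at ~22 deg C, then incubated with compound 15 min before 400 uM selenite. A first-read NADPH fluorescence drop versus no-compound background flagged substrates.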
# D2 ag = activates the human D2 dopamine receptor | P14416 | HEK293 T-REx D2 cells, calcium flux agonist mode | activation, % at 2 µM | 340,000 compounds, 0.53% hits | AID 485358;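 active means activation over 3 SD above normal in the single-dose calcium agonist read, cut at about 30% in these data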; further: 0% is about no effect
#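 HEK293 Trex D2 cells, tetracycline-induced, o/n 30 C 5% CO2; no-wash Ca dye, RT 30–90 min; 10-cycle baseline, 23 nl cpd added, kinetic Ca read 180 s; agonist hits = positive Ca response.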
# TRHR enhancer = allosteric enhancers of human TRH receptor; enhancement, % at 2 µM; 360,000 compounds, 0.66% hits; TRHR cells, fluo-8 calcium fluorescence, EC20 TRH enhancement; in the data active means enhancement above about 30%; further: 0% is about no effect
#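 TRHR-expressing cells loaded with fluo-8 calcium dye were read kinetically (ex 480/em 530) during compound addition, then stimulated with an EC20 of TRH (10 nM final). Enhancement of the Gq-mediated intracellular calcium response was scored.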
# IDH1 R132H inh = blocks human mutant IDH1 R132H enzyme; IDH1-R132H enzyme, NADPH consumption, diaphorase/resazurin fluorescence; Potency, µM (doses to about 76.6 µM), without a hit: at the top dose activity change, negative = inhibition, most hits filed as inhibitors; 390,000 compounds, 0.093% hits; AID 602179; further: potency means the concentration at half of the fitted maximal effect; on the % scale 0 is the no-effect control and ±100 the full control effect; nearly all actives have a fitted effect of over 65% in size
# Target sequence (O75874 whole entry R132H, stated change not applied): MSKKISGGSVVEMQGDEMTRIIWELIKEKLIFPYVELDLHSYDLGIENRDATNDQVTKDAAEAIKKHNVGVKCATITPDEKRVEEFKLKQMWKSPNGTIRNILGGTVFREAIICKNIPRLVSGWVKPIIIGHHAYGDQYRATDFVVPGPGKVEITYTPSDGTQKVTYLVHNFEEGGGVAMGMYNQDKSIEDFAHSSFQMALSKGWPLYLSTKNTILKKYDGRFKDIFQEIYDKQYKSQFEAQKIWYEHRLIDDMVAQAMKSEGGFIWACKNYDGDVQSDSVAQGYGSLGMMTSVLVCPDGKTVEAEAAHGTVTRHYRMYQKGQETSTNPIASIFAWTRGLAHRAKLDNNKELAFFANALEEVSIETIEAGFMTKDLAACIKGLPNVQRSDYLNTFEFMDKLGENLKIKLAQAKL
#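 IDH1-R132H (0.5 ug/mL) preincubated 30 min with compound, then NADPH (0.016 mM) and alpha-KG (2 mM) added; 80 min at RT, pH 7.5. Remaining NADPH coupled via diaphorase/resazurin to fluorescence (540/590 nm); concentration-response curves normalized to no-enzyme control.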
# TRHR agonist = agonists of human TRH receptor; AID 493084; TRHR cells, calcium flux fluo-8, FDSS agonist mode; 360,000 compounds, 0.18% hits; P34981; activation, % at 2 µM; in the data active means activation above about 30%; further: 0% is about no effect
#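 In this calcium-flux screen, cells bearing human TRHR are dye-loaded with fluo-8, baselined for 10 cycles, then exposed to library compounds; positive kinetic calcium responses during the agonist phase mark hits, with TRH as control.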
# TrxR1 inh = rat TrxR1 inhibition | AID 588453 | 390,000 compounds, 1% hits | O89049 | recombinant rTrxR1, NADPH fluorescence consumption, selenite substrate | Potency, µM (top dose mostly 114 µM), for inactives: at the highest dose activity change, negative = inhibition, hits mostly inhibitors; further: potency means the concentration at half of the fitted maximal effect; on the % scale 0 is the no-effect control and ±100 the full control effect; nearly all actives have a fitted effect of over 65% in size
#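 Rat TrxR1 (90 nM in the dispensed reagent) was pre-reduced with 400 uM NADPH for 5 min at room temperature, then incubated with compound for 15 min. After 400 uM selenite was added, NADPH fluorescence (Ex 340/Em 450 nm) was followed for 8 min.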
# USP1-UAF1 inh = USP1/UAF1 (human) deubiquitinase inhibition | O94782 | recombinant USP1/UAF1, Ub-Rhodamine cleavage fluorescence | Potency, µM (highest dose often 57.1 µM), for the others: at the highest dose activity change, negative = inhibition, usual class: inhibitors | 390,000 compounds, 0.23% hits; further: potency means the concentration at half of the fitted maximal effect; on the % scale 0 is the no-effect control and ±100 the full control effect; nearly all actives have a fitted effect of over 60% in size; inactives centre near -12
#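 In this screen, compounds sit with the deubiquitinase complex (1nM) for 15 min at room temperature before Ub-Rho is added at 150nM final. Fluorescence rise is then followed for 6 reads every 60 seconds.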
# Numbers without * were called inactive; ? = inconclusive; . = no result given; [ ] = remark or other dose. Unless noted, the call rests on the fitted dose curve; in most records, active means well fitted inhibition curve with a large enough effect; inconclusive means small, poorly fitted or top-dose-only effect; inactive means no such curve, though single readings can be large or run the other way. Not all compounds are listed; the hit share may differ from the screen's.
SMILES,Pin1 inh,D2 antagonist,TrxR1 substrate,D2 ag,TRHR enhancer,IDH1 R132H inh,TRHR agonist,TrxR1 inh,USP1-UAF1 inh
Cc1c(C)c2ccc(OC(C)C(=O)NCCCn3ccnc3)c(C)c2oc1=O (stereo not given),-7%,.,61%[activator],.,2,1%,-0.1,22%,-32%
CCCOc1ccc(C(=O)N2CCCC2)cc1OC,-10%,0,1%,0.0,13,-1%,0.4,8%,-7%
Cc1ccc(NC(=O)CN2C(=O)S/C(=C\c3cccn3-c3cccc(C(=O)O)c3)C2=O)cc1C,.,-2,-4%[57.1 µM],-1.1,15,-9%,0.1,0%[57.1 µM],-1%
CN(C)c1nc2n(c(=S)n1)CCS2,0%,2,1%,-0.1,-1,7%,0.6,2%,-14%
Cc1ccc(NC(=O)c2cc3c([nH]c2=O)CC(C)(C)CC3=O)c(C)c1,1%,.,12%,0.0,13,-14%,1.1,22%,-8%
CCOC(=O)c1[nH]c(C)c(C(=O)N2CCCC(Nc3ccc(C)c(C)c3)C2)c1C (stereo not given),?,-5,-4%,1.4,0,1%,-0.2,-5%,-20%
CCOC(=O)c1c(C)[nH]c(C(=O)CN2C(=O)C(=O)N(CC(C)C)C2=O)c1C,-1%,16,-1%[57.1 µM],-1.8,-3,3%,0.6,7%[57.1 µM],-9%
CC(=O)Nc1cccc(NC(=O)c2ccc(C)c([N+](=O)[O-])c2)c1,1%,8,2%[57.1 µM],0.1,-3,7%,2.8,-6%[57.1 µM],-8%
S=C(Nc1ccc(Br)cc1)Nc1ccc2c(c1)OCCO2,-3%,6,-8%,0.3,-3,-2%,0.9,-16%,-12%
O=C(CCc1nnc(CCCc2ccccc2)o1)NCCc1ccco1,-1%,-16,7%,0.1,-5,11%,-0.7,11%,-20%
COC(=O)CNC(c1ccccc1)c1cc(C)ccc1NC(=O)c1cccc(Cl)c1 (stereo not given),-1%,-21,-6%,-0.1,-8,2%,0.4,1%,-4%
CCCCCc1c(C)nc(Nc2ccc(F)cc2)[nH]c1=O,-3%,0,5%[57.1 µM],2.1,-8,1%,5.2,-11%[57.1 µM],-26%
COc1ccc(C(C#N)(CC(=O)O)c2cnccn2)cc1OC (stereo not given),1%,3,7%,0.2,4,5%,0.0,10%[57.1 µM],?
CCOc1cc(/C=N/O)cc(Br)c1OCc1ccc(Cl)cc1,0%,11,-6%,1.1,-10,22%,2.2,2%,-12%
c1ccc(-n2cnnc2SCc2cn3ccccc3n2)cc1,-5%,6,8%,-0.6,4,7%,0.1,22%,-14%
Cc1cccc(NC(=O)CSc2ccc(-c3cccnc3)nn2)c1,1%,-9,5%,0.9,0,11%,0.3,17%,-15%
Cc1onc(-c2ccccc2)c1C(=O)NCCc1ccc(Cl)cc1,4%,22,2%,-0.7,4,10%,-1.6,-4%,-12%
Cc1ccc(C)c(S(=O)(=O)NCc2ccc(C(=O)N3CCN(C)CC3)cc2)c1,6%,-18,6%,1.0,4,7%,-0.2,21%,-4%
Cc1ccccc1N1CCN(C2=NC(=O)/C(=C/c3cn[nH]c3-c3ccccc3)S2)CC1,3%,-14,6%[57.1 µM],-0.4,-1,4%,1.2,6%[57.1 µM],-1%
C=CCn1c(SCC(=O)Nc2c(C)n(C)n(-c3ccccc3)c2=O)nc2ccccc2c1=O,-2%,2,8%,0.0,4,0%,0.4,39%[activator],-24%
CCN(CC)S(=O)(=O)c1ccc(NC(=O)C2CC(=O)N(c3ccc4c(c3)OCCO4)C2)cc1 (stereo not given),-7%,.,-3%,.,.,6%,.,-3%,-15%
CC(Oc1ccc(Cl)cc1Cl)c1nc(-c2ccc(NC(=O)c3cccnc3)cc2)no1 (stereo not given),8%,2,1%[57.1 µM],1.0,1,5%,0.6,45%[activator][57.1 µM],-25%
COc1ccc(NC(=O)CSC2=Nc3ccccc3C3=NC(Cc4ccccc4)C(=O)N23)cc1Cl (stereo not given),39%[activator],.,-1%[57.1 µM],-0.7,-7,-16%,1.0,13%[57.1 µM],-8%
Cc1ccc2c(c1)cc1c(=O)n(CC(=O)N3CCCC3)nc(C)n12,3%,12,11%,-0.2,-2,6%,0.1,2%,-18%

# The final three compounds of the section above come first, to join the parts:
SMILES,Pin1 inh,D2 antagonist,TrxR1 substrate,D2 ag,TRHR enhancer,IDH1 R132H inh,TRHR agonist,TrxR1 inh,USP1-UAF1 inh
CC(Oc1ccc(Cl)cc1Cl)c1nc(-c2ccc(NC(=O)c3cccnc3)cc2)no1 (stereo not given),8%,2,1%[57.1 µM],1.0,1,5%,0.6,45%[activator][57.1 µM],-25%
COc1ccc(NC(=O)CSC2=Nc3ccccc3C3=NC(Cc4ccccc4)C(=O)N23)cc1Cl (stereo not given),39%[activator],.,-1%[57.1 µM],-0.7,-7,-16%,1.0,13%[57.1 µM],-8%
Cc1ccc2c(c1)cc1c(=O)n(CC(=O)N3CCCC3)nc(C)n12,3%,12,11%,-0.2,-2,6%,0.1,2%,-18%
Cc1cccc(CNc2ccc(S(=O)(=O)N3CCCCC3)cc2)c1,?,-25,7%,-0.9,4,8%,-0.1,23%,-22%
O=C1Cc2ccccc2C(c2ccc(Cl)cc2)N1 (stereo not given),-2%,0,2%,0.3,-5,5%,1.6,16%,-14%
Cc1ccc(S(=O)(=O)c2nc(-c3cccs3)oc2SCC(=O)Nc2cc(C)cc(C)c2)cc1,66%[activator],.,12%[2.29 µM],1.8,2,-5%,1.0,9%[2.29 µM],?
O=C(COC(=O)c1ccc([N+](=O)[O-])cc1)NC1CCCC1,-6%,-12,-2%,-0.1,-5,12%,-1.0,16%,-7%
CCCCN(C)C(=O)c1nc2ccccn2c1CN1CCN(C/C=C/c2ccccc2)CC1,-1%,12,12%,-0.2,6,2%,0.4,11%[57.1 µM],-15%
CCOC(=O)CC(NC(=O)c1ccco1)c1ccccc1Cl (stereo not given),-1%,8,-3%,0.1,0,8%,-0.8,7%,0%
CC(=O)N1CCN(C(=S)NC(=O)c2ccc(S(=O)(=O)N3CCOCC3)cc2)CC1,3%,2,-9%,-0.1,-11,1%,-0.1,-18%,-18%
O=C(CSc1ccc(F)cc1)NC1CCCCC1,-7%,-12,5%,1.0,-4,17%,-0.3,15%,-18%
Cc1ccc(C(C)(C)C)cc1S(=O)(=O)Nc1nc2ccccc2nc1Cl,-15%,-4,5%,2.0,-7,-9%,-0.2,1%,-20%
CC(=O)N1CCc2cc(S(=O)(=O)NC(Cc3ccccc3)C(=O)Nc3ccc(C)cc3C)ccc21 (stereo not given),10%,.,1%,-0.6,-2,-4%,-1.6,12%,-14%
COc1ccc(C(=O)COC(=O)CN2C(=O)C3CC=CCC3C2=O)c(OC)c1 (stereo not given),?,.,-4%,.,.,-12%,.,5%,-9%
Cc1sc2nc(C3CC3)nc(NCCNS(=O)(=O)c3ccccc3)c2c1C,3%,-1,7%,1.0,5,-2%,0.5,12%,-20%
C(=NN1CCCCCC1)c1cccc2ccccc12,-1%,.,6%[57.1 µM],.,.,1%,.,28%[11.4 µM],-7%
OC(CNCc1ccc(Cl)c(Cl)c1)c1ccccc1 (stereo not given),-5%,-8,-3%,0.9,7,-7%,2.5,-5%,-15%
NC(=O)N\N=C/C=C/C=C/c1ccc(F)cc1,7%,.,13%[57.1 µM],.,11,2%,0.1,-10%[57.1 µM],-2%
CC(C)C(=O)N=C1SC2CS(=O)(=O)CC2N1Cc1ccc(Cl)cc1 (stereo not given),?,-3,5%,-1.6,18,-5%,0.3,16%,-20%
Cc1ccc(S(=O)(=O)N(Cc2cccc(Cl)c2)C(=O)N2CCN(C)CC2)cc1,-4%,-17,-14%,1.7,3,1%,-0.4,-14%,0%
O=C(N1CCN(c2ccc(F)cc2)CC1)C1(c2cccs2)CCOCC1,0%,-4,-2%,1.0,18,2%,0.3,8%,-3%
CCN(CC)CCCNc1oc(/C=C/c2ccc(OC)c(OC)c2)nc1C#N,0%,.,42%[activator],0.4,2,2%,1.2,-17%,-14%
CC(NC(=O)Nc1ccccn1)N1C(=O)C2C3C=CC(C3)C2C1=O (stereo not given),1%,7,12%,14,14,-1%,-0.3,5%,-1%
CCn1ncc(/C=N\NC(=O)COc2ccccc2)c1C,1%,6,-8%,0.3,27,2%,-0.1,-8%,-16%
COc1ccc(/C=C/c2nc(C#N)c(N3CCCCC3)o2)cc1OC,-13%,.,198%[activator],0.8,0,7%,-2.4,74%[activator],?
CNc1cc([N+](=O)[O-])ccc1OCc1ccccc1,-11%,.,-16%,.,-8,22%,-0.3,-20%,-19%
CC1CCN(S(=O)(=O)c2ccc3c(c2)CCN3C(=O)Nc2ccc(Br)cc2F)CC1,1%,.,7%,0.3,2,.,0.0,30%,-20%
O=C(COC(=O)C12CC3CC(CC(O)(C3)C1)C2)NC(=O)NCc1ccco1,-7%,0,7%,0.5,9,1%,0.1,2%,4%
Cc1cccc(N2CCN(S(=O)(=O)c3cn(C)c(C)n3)CC2)c1C,-11%,.,-12%[57.1 µM],.,-4,-6%,0.0,-12%[57.1 µM],-10%
COc1ccc(Oc2c(Cl)cnn(-c3ccc(C)cc3)c2=O)cc1,-10%,-6,-8%,-0.7,11,10%,-1.1,27%[57.1 µM],-14%
Cc1cc(=O)n(-c2ccc(C(=O)O)cc2)[nH]1,?,5,2%,0.5,12,15%,0.6,45%[activator],-24%
CCOC(=O)CNC(=O)N1CCCC(CNS(=O)(=O)Cc2ccccc2)C1 (stereo not given),-4%,5,-2%,0.8,-4,-7%,0.1,1%,1%
Cc1ccc(Nc2c(-c3ccccc3O)nc3ccc(Br)cn23)cc1,0%,.,-4%,0.5,5,-4%,-0.7,4%,-7%
CCCNC(=O)COC(=O)c1cc(SC)ccc1Cl,0%,7,5%,0.4,-1,0%,-1.0,10%,-2%
Cc1ccccc1-n1cnc2cc(NCc3cccs3)ccc21,0%,18,-4%,1.1,-5,4%,-0.6,-11%,-25%
